Compound activity: PubChem, Southern Research Specialized Biocontainment Screening Center
influenza NS1A: NS1A inhibition, H1N1 influenza, cell based functional assay (AID 504329); NS1A functional cell-based assay, percent inhibition; higher % means a stronger effect; inhibition, % at 12.5 µM, or IC50 in µM where a hit was titrated; hit rate 0.3% among 340,000; in the data active = a potency from the dose series; inconclusive = inhibition above about 27% without an active follow-up result; also: strong numbers were not always called active
H37Rv inhibition: M. tuberculosis growth inhibition, HTS (AID 449762); M. tuberculosis H37Rv growth inhibition, 7H9 media; higher % means a stronger effect; inhibition, % at 25 µM; hits with a dose series show IC50 in µM; hit rate 0.59% among 330,000; in the data active = a potency from the dose series; inconclusive = inhibition above about 70% without an active follow-up result;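 also: bacterial growth assessed after seven days of incubation; strong numbers were not always called active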
PhoP GFP inhibition: PhoP regulon inhibitors, Salmonella typhi PhoP promoter GFP reporter, confirmatory (AID 1850); Salmonella Typhi PhoP-promoter GFP reporter, fluorescence, 4 h; higher % means a stronger effect; inhibition, % at 50 µM, or IC50 in µM where a hit was titrated; hit rate 0.33% among 310,000; in the data active = a potency from the dose series; inconclusive = inhibition mostly from about 25% at the one dose, without a potency; inactive = the rest, 99 in 100 with inhibition below about 19%;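 also: 0% = induced wells with vehicle and 100% = uninduced wells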
M. tuberculosis: growth inhibition of non-replicating M. tuberculosis (AID 488890). Mycobacterium tuberculosis non-replicating, growth inhibition; higher % means a stronger effect. inhibition, % at 25 µM; hits with a dose series show IC50 in µM. hit rate 0.39% among 320,000; in the data active = a potency from the dose series; inconclusive = inhibition mostly from about 82% at the one dose, without a potency; inactive = the rest, 99 in 100 with inhibition below about 76%;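 also: plate controls were DMSO cells for no effect and high antibiotic wells for full effect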
VEEV TC-83 Vero: inhibitors of VEEV TC-83 cytopathic effect, confirmation, Vero cells (AID 588727); Vero cells, VEEV TC-83 cytopathic effect inhibition; higher % means a stronger effect; one-dose inhibition, % at 20 µM; IC50 in µM for titrated hits; hit rate 0.13% among 350,000; in the data active = a potency from the dose series; inconclusive = inhibition mostly from about 14% at the one dose, without a potency; inactive = the rest, 99 in 100 with inhibition below about 12%; also: strong numbers were not always called active
VEEV TC-83 Vero 10K pilot screen: second read-out of VEEV TC-83 Vero, no call of its own (marks repeat the call); inhibition, %; measured here: 10K pilot screen inhibition
Starred values were filed as active, the others as inactive; i = inactive; ? = inconclusive; / = not tested or not shown; & = joins results of further samples.

SMILES	influenza NS1A	H37Rv inhibition	PhoP GFP inhibition	M. tuberculosis	VEEV TC-83 Vero	others
Cc1nc2sc(C(c3ccco3)N3CCN(c4cccc(Cl)c4)CC3)c(O)n2n1 (centres undefined)	15.5%	29.3%	-3.4%	19.5%	1.4%
COc1cc2c(cc1O)[C@@H]1Cc3cc(OC)c(OC)cc3C(C2)N1C	-13.8%	0.8%	8.6%	-11.7%	i
O=C(/C=C/c1ccco1)NC(=S)Nc1cccc([N+](=O)[O-])c1	-31.5%	5.5%	-9.9%	75.6%	4.2%
COc1ccc(C(=O)NCc2ccc(Cl)c(Cl)c2)cc1OC	5.0%	9.9%	-5.9%	10.2%	8.4%
CCn1c(CNc2cccc(Cl)c2)nnc1SCc1ccccc1	-3.4%	-1.8%	-12.2%	33.5%	1.0%
COCCNC(=O)/C(C#N)=C/c1c(N2CCN(c3ccccc3)CC2)nc2ccccn2c1=O	-7.9%	0.0%	-6.1%	-12.9%	5.8%
c1ccc(COc2ccc(-c3sc(Nc4ccccc4)n[n+]3-c3ccccc3)cc2)cc1	/	-0.5%	-4.0%	51.2%	/
COc1ccc(/C=C2/N=C(c3cccs3)OC2=O)cc1OC(C)C	-2.5%	?	-8.6%	?	0.4%
Cc1ccc(N(CC(=O)NC2CCC(C)CC2)S(=O)(=O)c2cccnc2)cc1 (centres undefined)	-2.3%	-1.3%	-17.9%	18.5%	0.5%
O=C(NCc1ccccn1)C1CCCN(S(=O)(=O)c2ccc(Br)cc2)C1 (centres undefined)	-6.8%	-3.4%	8.8%	-1.0%	0.3%

Brought forward from above: six compounds, followed by the next part.
SMILES	influenza NS1A	H37Rv inhibition	PhoP GFP inhibition	M. tuberculosis	VEEV TC-83 Vero	others
CCn1c(CNc2cccc(Cl)c2)nnc1SCc1ccccc1	-3.4%	-1.8%	-12.2%	33.5%	1.0%
COCCNC(=O)/C(C#N)=C/c1c(N2CCN(c3ccccc3)CC2)nc2ccccn2c1=O	-7.9%	0.0%	-6.1%	-12.9%	5.8%
c1ccc(COc2ccc(-c3sc(Nc4ccccc4)n[n+]3-c3ccccc3)cc2)cc1	/	-0.5%	-4.0%	51.2%	/
COc1ccc(/C=C2/N=C(c3cccs3)OC2=O)cc1OC(C)C	-2.5%	?	-8.6%	?	0.4%
Cc1ccc(N(CC(=O)NC2CCC(C)CC2)S(=O)(=O)c2cccnc2)cc1 (centres undefined)	-2.3%	-1.3%	-17.9%	18.5%	0.5%
O=C(NCc1ccccn1)C1CCCN(S(=O)(=O)c2ccc(Br)cc2)C1 (centres undefined)	-6.8%	-3.4%	8.8%	-1.0%	0.3%
Cc1cccc(C(=O)N[C@H](C(=O)Nc2ccc(C)c(S(=O)(=O)N3CCOCC3)c2)C(C)C)c1	-23.4%	-2.5%	/	43.8%	1.8%
COc1ccc(CCNC(=O)C2CC(=O)N(CCc3ccc(C)cc3)C2)cc1OC (centres undefined)	-7.1%	3.1%	-9.2%	13.4%	0.1%
COc1ccccc1NC(=O)c1ccc[n+]([O-])c1	1.3%	0.3%	-1.1%	-4.4%	i
CC1CCN(C(=O)C2CCN(S(=O)(=O)c3cccs3)CC2)CC1	-2.1%	0.7%	-1.8%	-15.7%	i
COc1ccc(C(=O)/C=C/C(=O)N(CC(=O)NCCC(C)C)Cc2cccs2)c(O)c1	14.2%	/	/	/	6.8%
CC(NC(=O)c1ccc(F)cc1F)C1CC2CCC1C2 (centres undefined)	-6.5%	3.5%	-16.8%	/	i
C=CCOc1ccc(Br)cc1CNC(C)(C)C	4.4%	4.9%	-5.8%	/	i
COc1ccccc1N1CCN(/N=C/c2ccccc2C(=O)O)CC1	-10.1%	-2.3%	-7.1%	-1.4%	2.1%
CCOC(=O)CN1C(=O)S/C(=C/c2ccco2)C1=O	2.8%	4.5%	-4.5%	34.2%	i
COc1cc(CC(=O)NC(c2ccccc2)c2ccccc2)cc(OC)c1OC	3.5%	2.4%	-23.8%	-2.0%	0.8%
NC(=O)CN1C(=O)C(=O)N(Cc2ccc(F)cc2)C1=O	-7.6%	-1.9%	-0.9%	-14.2%	0.1%
Cc1ccc(SCCC(=O)Nc2nccs2)cc1	-6.4%	3.4%	6.9%	69.7%	24.7%
CCN(C(=O)COC(=O)c1ccco1)c1c(N)n(Cc2ccccc2)c(=O)[nH]c1=O	-12.1%	0.1%	7.1%	-3.3%	1.2%
O=C(NNC(=O)c1cc(O)c(O)c(O)c1)NC1CCCCC1	10.7%	-1.1%	-1.8%	-9.1%	0.7%
Cc1sc(NC(=O)c2ccco2)c(CN2CCCCC2)c1C	-7.3%	-10.9%	-7.0%	-13.6%	5.1%
Cc1cc(NC(=O)CSCC(=O)OCc2nnc(-c3ccc(F)cc3)o2)no1	-16.3%	5.8%	/	-5.7%	i
Cc1ccc(/C=N\NC(=O)CNC(=O)C23CC4CC(CC(C4)C2)C3)o1	1.2%	-17.4%	-7.5%	1.3%	1.2%
CC(=O)c1cc(C#N)c(N2CCCC2)nc1C	-15.4%	-2.4%	-8.0%	-7.1%	0.4%
O=C(O)c1ccc(-n2ncc3c2/C(=C/c2cccc([N+](=O)[O-])c2)CC3)cc1	-12.7%	2.0%	-2.5%	-11.4%	2.7%
CC(NC(=S)NC(=O)c1cccs1)c1ccccc1 (centres undefined)	-2.0%	-1.4%	/	60.7%	0.2%
CCC(=O)NC1CC2CCCC(C1)N2Cc1ccc(C)cc1 (centres undefined)	-5.6%	3.3%	-5.0%	3.2%	i
Cc1cc(NC(=O)CSc2nnc(C)c(=O)n2N)no1	-5.5%	0.0%	20.2%	4.0%	1.6%
Clc1ccc(-c2nnc(-c3ccc(Br)o3)o2)c(Cl)c1	-5.9%	3.7%	-5.6%	24.8%	6.8%
CCOc1ccc(NC(=O)COc2ccc(S(=O)(=O)N3CCCC3)cc2)cc1	2.9%	-3.5%	-9.9%	-14.9%	6.7%
COc1ccc(-n2c(SCC(=O)N3CCOCC3)nc3ccccc3c2=O)cc1	-11.1%	-7.4%	-1.7%	-2.0%	2.1%
O=C(Cc1ccccc1)Nc1c(C(=O)N2CCOCC2)cnn1-c1ccccc1	-8.4%	2.5%	7.9%	-0.7%	i
COc1cc(C2C(C(=O)c3ccco3)=C(O)C(=O)N2c2cc(C)on2)cc(Br)c1O (centres undefined)	-1.0%	-16.0%	3.5%	27.6%	2.1%
C(=C\c1nc(-c2ccncc2)no1)/c1ccccc1	-2.2%	-0.7%	6.4%	19.2%	7.7%
CCOC(=O)C(CCCP(=O)(c1ccccc1)c1ccccc1)(NC(C)=O)C(=O)OCC	-15.9%	1.3%	13.2%	-7.3%	i
O=C(CC1SC(=Nc2ccccc2)N(CCCO)C1=O)Nc1ccc(Cl)cc1 (centres undefined)	1.7%	32.5%	6.3%	18.3%	3.2%
CC[C@@]1(c2ccccc2OC)ON(c2ccccc2C(F)(F)F)C1=O	-7.7%	-6.4%	/	31.0%	?
CCN(C(=O)COC(=O)CCOc1cc(C)ccc1C)c1c(N)n(Cc2ccccc2)c(=O)[nH]c1=O	-17.6%	/	/	/	1.3%
O=S(=O)(NCc1csc(-c2cccnc2)n1)c1ccc(Br)cc1	-2.7%	7.1%	2.8%	2.5%	3.6%
O=S(=O)(/N=C(/Nc1cc(N2CCOCC2)ncn1)c1ccc(F)cc1)c1ccccc1	-0.5%&-1.9%	-7.5%	8.5%	1.9%	9.2%
CCNC(=S)N1CCn2c(nc3ccccc32)C1	-4.4%	1.4%	-1.3%	-9.9%	1.4%
Cn1c(=O)c2c(SCC(=O)N3CCOCC3)nc(C3CCCCC3)nc2n(C)c1=O	/	-6.3%	6.2%	-1.6%	/
COC(=O)c1cc(C(=O)OC)n(Cc2ccc(Br)cc2)n1	-9.3%	7.7%	2.2%	-0.5%	2.4%
CN(Cc1cn(C)nc1-c1ccccc1F)CC1CCN(Cc2ccccc2)CC1	-0.9%	3.7%	7.0%	8.8%	i
CCCCn1c(N)c(N(CCOC)C(=O)COC(=O)C(C)Oc2ccc(Cl)cc2)c(=O)[nH]c1=O (centres undefined)	-6.9%	0.5%	5.5%	-8.9%	2.2%
COc1ccc(C)cc1NC(=O)CN(c1ccccc1F)S(C)(=O)=O	-28.0%	-3.6%	-2.3%	6.0%	7.1%
COCCn1cnc2c1c(=O)n(CC(=O)c1ccc3c(c1)OCCO3)c(=O)n2Cc1ccccc1	0.0%	-4.1%	-19.7%	0.8%	0.2%
COC(=O)c1ccc(N2C(=O)CC(N(C)Cc3ccccc3)C2=O)cc1 (centres undefined)	-4.8%	5.7%	-2.1%	24.1%	0.3%
Cc1ccc(S(=O)(=O)Cn2nnnc2C(C(C)C)N2CCC(C(N)=O)CC2)cc1 (centres undefined)	4.0%	8.1%	5.0%	-5.5%	3.2%
COc1ccc(CNC(=O)CSc2nnc3c(n2)[nH]c2ccc(F)cc23)cc1	6.8%	0.7%	-0.1%	-11.3%	1.7%
CC(C)c1ccc(CN(C(=O)c2ccco2)C2CCS(=O)(=O)C2)cc1 (centres undefined)	-4.1%	15.1%	7.0%	-2.2%	0.1%
Oc1ccccc1-c1nc(NCC2CCCO2)c2ccccc2n1 (centres undefined)	-0.7%	-1.4%	-0.6%	36.8%	7.2%
COc1cc(N/C(=N/S(=O)(=O)c2ccccc2)c2ccccc2)ncn1	-4.1%	-4.5%	-2.9%	-7.9%	5.6%
CCn1c(C)cc(/C=C2\NC(=O)N(CC(=O)Nc3ccc(F)cc3)C2=O)c1C	2.6%	-12.7%	2.2%	-9.9%	0.2%
COC(=O)c1ccc(NC(=O)C2CC(=O)N(c3cc(C)ccc3C)C2)cc1 (centres undefined)	-14.3%	4.9%	-2.0%	2.5%	4.4%
COc1cc(NC(=O)Cn2nnc(-c3ccccc3N)n2)cc(OC)c1	6.1%	-10.0%	2.3%	50.8%	0.2%
More compounds.
SMILES	influenza NS1A	H37Rv inhibition	PhoP GFP inhibition	M. tuberculosis	VEEV TC-83 Vero	others
O=C(CCCNS(=O)(=O)c1cccc2nsnc12)NCc1ccccc1	2.6%	4.6%	6.2%	0.0%	1.3%
COc1ccc(S(=O)(=O)N(NC2=NS(=O)(=O)c3ccccc32)C(=O)C(C)C)cc1	7.5%	6.0%	-6.7%	10.7%	i	VEEV TC-83 Vero 10K pilot screen=0.7
Cc1cc(NC(=O)CN2C(=O)NC(C)(c3ccccc3)C2=O)no1 (centres undefined)	-13.2%	-13.7%	9.1%	-17.7%	i
O=[N+]([O-])c1ccc(N2CCCNCC2)c2ncccc12	4.4%	0.7%	16.3%	55.3%	0.8%
COc1cccc(CN(C)C(=O)Cn2cc(C)c(=O)[nH]c2=O)c1	15.8%	/	/	/	0.1%
CN(Cc1ccco1)S(=O)(=O)c1nnc(NC(=O)c2ccc(F)cc2)s1	-4.5%	25.5%	-1.3%	15.4%	2.2%
CCOC(=O)c1c(NC(=O)c2nn(CC)cc2Br)c(C#N)nn1-c1ccccc1	4.0%	-3.7%	-9.6%	3.5%	2.2%
CC(C)(C)OC(=O)N1CCN(c2ccc(CNC(=O)c3ccc(Cl)cc3)cc2)CC1	4.2%	?	0.8%	37.4%	0.9%
CCOCCn1c(CCCO)nc2ccccc21	13.2%	-9.8%	8.9%	-4.5%	i
COc1ccc(N(CC(=O)Nc2ccc(C)c(C)c2)S(=O)(=O)c2c(C)noc2C)cc1	6.7%	2.2%	1.9%	17.4%	2.7%
COC(=O)C1=C(C)N(c2ccc(C)c(C)c2)/C(=C/c2cccs2)C1=O	10.3%	3.4%	1.5%	2.4%	i
CCNC(=O)NC(=O)C(C)OC(=O)c1ccc(-n2nc(SC)sc2=S)cc1 (centres undefined)	12.5%	?	-2.5%	78.8%	1.1%
CC1CC(C)CN(C(=O)Cn2c(-c3nonc3N)nc3ccccc32)C1 (centres undefined)	-3.1%	-10.4%	3.8%	-1.8%	6.3%
CCOC(=O)c1c(CN2CCCCC2)oc2ccc(OC)cc12	-7.7%&1.8%	1.4%&-5.5%	-5.6%	18.2%	5.5%
CCCCC(=O)NC(c1ccccc1Cl)c1ccc2cccnc2c1O (centres undefined)	-14.0%	2.9%	-5.2%	-12.3%	8.7%
CC(OC(=O)c1cnc(Cl)c(Cl)c1)C(=O)NCc1ccccc1 (centres undefined)	-3.2%	1.5%	/	21.4%	i
CCc1cccc(C)c1NC(=O)COC(=O)c1c2c(nc3ccccc13)/C(=C\c1cccs1)CCC2	-5.2%	-4.5%	-3.6%	-1.9%	1.9%
COc1ccc(S(=O)(=O)N2CCN(C)CC2)cc1C(=O)N1CCCCC1	-8.6%	-5.2%	-7.0%	-28.1%	0.7%
